# Assay outcomes: PubChem, several laboratories
# HUVEC prolif 384: inhibitors of HUVEC proliferation, primary screen, cell-based, 384-well. CellTiter-Glo luminescence, 72 h; hits give low values. viability, % at 10 µM (by protocol). 86,000 tested, 1.1% active. AID 648, 2007;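 active means viability at or below 30%; inactive means viability above 30%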;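 further: 100% = median luminescence of DMSO-only cell control wells on each plate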
# Fibroblast inh: antiproliferative effect on LL 47 fibroblasts – human, LL 47 cells, CellTiter-Glo luminescence, primary screen | AID 719, 2007 | LL 47 human lung fibroblast viability, ATP luminescence; hits give low values | viability, % at 10 µM | 85,000 tested, 1.1% active;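 active means viability at or below 50% in the single dose screen; inactive means viability above 50%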;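 further: compound exposure lasted 72 h before the ATP readout; 100% = median luminescence of untreated cell-only wells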
#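 test system = LL 47 human lung fibroblasts | amount = 1,150 fibroblasts seeded per well | medium = 15% FBS in IMEM | times = overnight cell rest, 72 h compound treatment at 37 °C | measured by = CellTiter-Glo luminescence measuring cellular ATP | read-out = viability percentage against median untreated-cell control | benchmarks = cell-only wells, no compound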
# ERa SRC1 pot: enhancers of ERα–SRC-1 coactivator binding, primary screen, biochemical, TR-FRET, ERα LBD, low estradiol. Estrogen receptor (Homo sapiens), P03372. TR-FRET ERalpha-LBD/SRC-Cy5 coactivator binding, 2 h; 100 = basal binding, no effect. coactivator binding (% of control), % at 25.6 µM. 86,000 tested, 1.3% active; in the data active means activity above about 200%;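 further: binding measured in presence of low estradiol as agonist stimulus; 0% = peptide alone without receptor and 100% = receptor with peptide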
# CD11b adhes enh: enhancers of CD11b/CD18 adhesion to fibrinogen, primary screen, K562 cells, luminescence. ATPlite luminescence. AID 1499, 2009. activation, % at 10 µM. 93,000 tested, 0.07% active. Integrin beta-2 (Homo sapiens) + Integrin alpha-M (Homo sapiens), P05107+P11215;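 active means 10 µM primary screen giving 50% or more activity, confirmed by 40% or more on retest at that dose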; further: strong numbers were not always called active
# H69AR inhibit: proliferation blockers of H69AR lung cancer cells, primary screen, cell-based, human, 86K library | H69AR lung tumor viability, ATP luminescence, 72 h; hits give low values | viability, % at 10 µM | 85,000 tested, 6% active;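 active means viability at or below 40%; inactive means viability above 40%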;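 further: multidrug resistant small cell line overexpressing MRP-1 efflux transporter; 100% = mean luminescence of untreated control wells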
# ERa SRC1 inh: ERα–SRC-1 coactivator interaction inhibitors, primary screen, biochemical, TR-FRET, ERα LBD, estradiol-bound; Estrogen receptor (Homo sapiens), P03372; TR-FRET ER-alpha LBD / SRC-1 peptide; inhibition, % at 25.6 µM; 86,000 tested, 1.7% active; in the data active means inhibition above about 50%;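 further: 0% = receptor plus peptide control and 100% = peptide only without receptor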
# MT1-MMP txn act: MT1-MMP promoter reporter activation – cell-based, luciferase luminescence, primary screen | HT1080 MT1-MMP promoter luciferase reporter, overnight; hits give high values | 86,000 tested, 0.16% active | activation factor at 10 µM;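 active means activation factor of at least 2 for MT1-MMP transcription at 10 µM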
# Smad3 FoxH1 inh: Smad3/FoxH1 peptide binding inhibitors, primary screen, biochemical, TR-FRET. Mothers against decapentaplegic homolog 3 (Homo sapiens), P84022. TR-FRET Smad3/Dy647-FoxH1 peptide binding, europium anti-His. inhibition, % at 25 µM. 88,000 tested, 0.29% active. AID 630, 2007;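 active means compounds that reduce the energy-transfer binding signal between the protein and its labelled peptide by more than half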;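 further: 0% = Smad3 plus labelled peptide maximal FRET and 100% = peptide-only background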
# ERb SRC1 inh: inhibitors of ERβ-SRC1 coactivator interaction, primary screen, biochemical, TR-FRET, ERβ LBD, SRC-1 peptide; Estrogen receptor beta (Homo sapiens), Q92731; TR-FRET ER-beta LBD / SRC1-Cy5 peptide binding; receptor agonist-loaded with 1 µM estradiol; inhibition, % at 25.6 µM; 86,000 tested, 1.3% active; AID 633, 2007;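 active means compounds whose percent inhibition of the receptor-coactivator binding signal exceeds about 50% in the single-dose screen, limit read from the data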;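 further: 0% = receptor plus peptide wells without compound and 100% = peptide-only wells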
# Target sequence (Q92731 whole entry, looked up, the tested form may be a part): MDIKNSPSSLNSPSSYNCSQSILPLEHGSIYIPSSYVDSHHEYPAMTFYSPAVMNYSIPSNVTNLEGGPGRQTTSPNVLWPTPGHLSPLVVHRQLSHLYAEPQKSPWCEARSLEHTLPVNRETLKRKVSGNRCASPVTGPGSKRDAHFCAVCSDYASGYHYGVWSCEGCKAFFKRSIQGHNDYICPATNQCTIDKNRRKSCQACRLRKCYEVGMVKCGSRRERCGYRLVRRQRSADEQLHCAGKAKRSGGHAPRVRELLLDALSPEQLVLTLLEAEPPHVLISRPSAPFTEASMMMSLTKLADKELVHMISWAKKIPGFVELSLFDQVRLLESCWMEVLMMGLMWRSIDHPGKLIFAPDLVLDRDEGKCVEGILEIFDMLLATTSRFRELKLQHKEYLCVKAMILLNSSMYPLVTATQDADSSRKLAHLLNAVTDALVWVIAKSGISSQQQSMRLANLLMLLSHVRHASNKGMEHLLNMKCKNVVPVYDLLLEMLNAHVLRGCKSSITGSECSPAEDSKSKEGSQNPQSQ
# An asterisk follows results filed as active; nt = not tested or not shown; [ ] = another dose, or the depositor's remark. An excerpt (hit frequency here may not be typical).
# Each structure is followed by: H69AR inhibit	MT1-MMP txn act	Smad3 FoxH1 inh	CD11b adhes enh	ERa SRC1 pot	Fibroblast inh	ERa SRC1 inh	ERb SRC1 inh	HUVEC prolif 384
> O=C1CSc2ccc(C(=O)N3CCN(c4ccccn4)CC3)cc2N1
    88	1.1	6	-1	100	106	-54	-25	94
> CCOC(=O)CSc1nnc(CSc2nc3ccccc3s2)n1C
    91	1.1	4	-5	116	102	6[fluorescence artefact?]	-1[fluorescence artefact?]	90
> c1ccc(-n2c(Sc3cnccn3)nnc2-c2cccs2)cc1
    80	0.9	-6	0	87	93	8	15[fluorescence artefact?]	92
> CC1=C(C(=O)N(C)C)C(c2cccc(Cl)c2)NC(=O)N1 (centres undefined)
    91	1.1	5	-1	93	101	3	-2[fluorescence artefact?]	97
> CCOC(=O)c1c(N)n[nH]c1-c1ccc(OC)cc1
    101	1	-1	4	99	93	13	0	91
> COc1ccc(C2C(C(=O)NCCN(C)C)c3cc(OC)c(OC)cc3C(=O)N2C)cc1OC (centres undefined)
    99	1.2	-12	-3	99	107	6[fluorescence artefact?]	1[fluorescence artefact?]	105
> COC(=O)C1=CN(C)C=C(C(=O)OC)C1c1ccc(Cl)cc1Cl
    87	1.1	8[fluorescence artefact?]	2	122	89	-1	0	82
> CCCCN(Cc1ccco1)C(=O)c1cc2c(=O)[nH]c3ccc(C)cc3c2s1
    28*	nt	3	8	112	62	2	5	4.4*
> COc1cccc(N2C(=O)C3CCCN3C2c2ccc(Cl)cc2)c1 (centres undefined)
    93	1.1	5	1	114	106	-2	-14[fluorescence artefact?]	98
> COc1cccc(C(=O)Nc2nnc(-c3ccc(F)cc3)o2)c1
    37*	nt	-3	nt	95	91	14	-2	56
> O=C(COc1ccc(Cl)cc1)OCC(=O)N1CCCC1
    87	1.1	5	2	104	85	3	-5	90
> CCCn1nc(Oc2nc(NCC)nc(NC(C)C)n2)ccc1=O
    78	1.4	-2	3	88	91	-8	-8	89
> Cc1cc2nnc(SCC(=O)N3C(C)CCCC3C)n2c(N)n1 (centres undefined)
    93	1.1	1	1	110	105	-3	-14	103
> CN(C)S(=O)(=O)c1ccc(C(=O)N(c2ccccn2)c2ccccn2)cc1
    84	1.2	5	-1	108	104	-8	0	91
> CCOc1ccc(=O)n(-c2ccccc2)n1
    93	0.9	0	nt	98	97	-8	-1	93

# The results go on.
# Each structure is followed by: H69AR inhibit	MT1-MMP txn act	Smad3 FoxH1 inh	CD11b adhes enh	ERa SRC1 pot	Fibroblast inh	ERa SRC1 inh	ERb SRC1 inh	HUVEC prolif 384
> COc1cc(NC(=O)Cn2nc(C(F)(F)F)c3c2CCCC3)cc(OC)c1OC
    83	nt	3	0	116	99	8[fluorescence artefact?]	5[fluorescence artefact?]	96
> COc1ccc(NC(=O)Cn2c(=O)n(Cc3ccco3)c(=O)c3ccccc32)cc1
    86	1	-1	-2	166[fluorescence artefact?]	67	10[fluorescence artefact?]	5	89
> COc1ccc(NC(=O)CSc2nc3c(c(=O)n2-c2ccc(F)cc2)SCC3)cc1
    88	1.1	-6	1	96	104	5	22[fluorescence artefact?]	93
> Cc1cnc(-c2nnc(N(C)C(=O)c3cccnc3)s2)cn1
    84	1.3	4	-4	118[fluorescence artefact?]	100	1	-8	88
> O=C(NC1CCCC1)C1CCC(=O)N1CCc1ccccc1 (centres undefined)
    98	1	-7	-3	114	109	5[fluorescence artefact?]	2[fluorescence artefact?]	95
> Cc1cccc(NC(=O)c2cnc3sccn3c2=O)c1
    76	0.9	1	nt	101[fluorescence artefact?]	90	3[fluorescence artefact?]	21	72
> CCOC(=O)c1cc(=O)cc(C(=O)OCC)o1
    97	1.1	8	-4	109	nt	-15	-11	97
> CCc1nnc(NC(=O)CSc2nnc(Cc3ccccc3)n2-c2ccc(OC)cc2)s1
    90	1.1	5	nt	91	101	-9	0	97
> Cc1cc(NC(=O)CSc2ccc(Cl)cc2)no1
    83	1	-2	-5	97	105	0	4	83
> CCOC(=O)C(=O)c1csc(NC(=O)COc2ccc(N(C)S(=O)(=O)c3ccc(F)cc3)cc2)n1
    95	1	6[fluorescence artefact?]	-1	81	111	17[fluorescence artefact?]	16[fluorescence artefact?]	93
> O=C(CCCn1c(=S)[nH]c2ccccc2c1=O)N1CCOCC1
    101	1.3	6	0	135	110	4[fluorescence artefact?]	-4[fluorescence artefact?]	92
> CCC(=O)Nc1cccc(-c2nnc(-c3cccc(NC(=O)CC)c3)o2)c1
    78	1.1	-10	nt	110	108	-8	-7	77

# 10 entries out of the list, sorted by number of heavy atoms, ascending.
# Each structure is followed by: H69AR inhibit	MT1-MMP txn act	Smad3 FoxH1 inh	CD11b adhes enh	ERa SRC1 pot	Fibroblast inh	ERa SRC1 inh	ERb SRC1 inh	HUVEC prolif 384
> CCOc1ccc(=O)n(-c2ccccc2)n1
    93	0.9	0	nt	98	97	-8	-1	93
> CCOC(=O)c1cc(=O)cc(C(=O)OCC)o1
    97	1.1	8	-4	109	nt	-15	-11	97
> Cc1cc(NC(=O)CSc2ccc(Cl)cc2)no1
    83	1	-2	-5	97	105	0	4	83
> Cc1cccc(NC(=O)c2cnc3sccn3c2=O)c1
    76	0.9	1	nt	101[fluorescence artefact?]	90	3[fluorescence artefact?]	21	72
> O=C(NC1CCCC1)C1CCC(=O)N1CCc1ccccc1 (centres undefined)
    98	1	-7	-3	114	109	5[fluorescence artefact?]	2[fluorescence artefact?]	95
> O=C(CCCn1c(=S)[nH]c2ccccc2c1=O)N1CCOCC1
    101	1.3	6	0	135	110	4[fluorescence artefact?]	-4[fluorescence artefact?]	92
> CCC(=O)Nc1cccc(-c2nnc(-c3cccc(NC(=O)CC)c3)o2)c1
    78	1.1	-10	nt	110	108	-8	-7	77
> COc1cc(NC(=O)Cn2nc(C(F)(F)F)c3c2CCCC3)cc(OC)c1OC
    83	nt	3	0	116	99	8[fluorescence artefact?]	5[fluorescence artefact?]	96
> COc1ccc(NC(=O)Cn2c(=O)n(Cc3ccco3)c(=O)c3ccccc32)cc1
    86	1	-1	-2	166[fluorescence artefact?]	67	10[fluorescence artefact?]	5	89
> CCOC(=O)C(=O)c1csc(NC(=O)COc2ccc(N(C)S(=O)(=O)c3ccc(F)cc3)cc2)n1
    95	1	6[fluorescence artefact?]	-1	81	111	17[fluorescence artefact?]	16[fluorescence artefact?]	93

# Nothing new here: an excerpt of the list.
# Each structure is followed by: H69AR inhibit	MT1-MMP txn act	Smad3 FoxH1 inh	CD11b adhes enh	ERa SRC1 pot	Fibroblast inh	ERa SRC1 inh	ERb SRC1 inh	HUVEC prolif 384
> COc1cc(NC(=O)Cn2nc(C(F)(F)F)c3c2CCCC3)cc(OC)c1OC
    83	nt	3	0	116	99	8[fluorescence artefact?]	5[fluorescence artefact?]	96
> COc1ccc(NC(=O)Cn2c(=O)n(Cc3ccco3)c(=O)c3ccccc32)cc1
    86	1	-1	-2	166[fluorescence artefact?]	67	10[fluorescence artefact?]	5	89
